IL-1B inflam inh = qHTS for Inhibitors of Inflammasome Signaling: IL-1-beta AlphaLISA Primary Screen | 360,000 tested, 4.7% active | activity change, % at 57.5 µM | THP-1 LPS/ATP IL-1B secretion, AlphaLISA, 16 h; stronger effect = lower value; in the data active means activity change below about -50%; inconclusive means mostly about -30% to -49%; further: on the % scale 0 is the no-effect control and ±100 the full control effect
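Secreted IL-1B measured by AlphaLISA bead assay after 16 h compound exposure of THP-1 cells; compounds (final up to 57.5 uM) added 1 h before LPS (250 ng/mL) and ATP (1.25 mM) stimulation; lower signal means less secretion.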
KB-3-1 cytotox = qHTS assay for MDR1-selective chemotherapeutics: Primary screen using the parental adenocarcinoma cell KB-3-1; KB-3-1 viability, CellTiter-Glo ATP luminescence, 72 h; Potency, µM (doses to about 46.1 µM), for inactives: at the highest dose activity change, negative = cytotoxic, most hits filed as cytotoxic; 400,000 tested, 1.4% active; AID 1347075, 2019; further: potency means the concentration at half of the fitted maximal effect; on the % scale 0 is the no-effect control and ±100 the full control effect; nearly all actives have a fitted effect of over 60% in size
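KB-3-1 parental drug-naive adenocarcinoma cells in DMEM/10% FBS, incubated 72 h at 37 C with pin-transferred compounds across a concentration series. Viability by CellTiter-Glo luminescence; concentration-response curves fitted after normalization.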
GLP1R ag = qHTS of GLP-1 Receptor Agonists. Glucagon-like peptide 1 receptor (Homo sapiens), P43220. HEK293 GLP-1R CRE-luciferase, luminescence, 4-6 h; cells express a hypersensitive GLP-1R form. Potency, µM (titrated, usually from 45.6 µM), for the others: at the top dose activation, actives largely listed as activators. 380,000 tested, 0.007% active. AID 624172, 2012; further: potency means the concentration at half of the fitted maximal effect; % of control where 0% means no effect
Target sequence (P43220 whole entry, looked up): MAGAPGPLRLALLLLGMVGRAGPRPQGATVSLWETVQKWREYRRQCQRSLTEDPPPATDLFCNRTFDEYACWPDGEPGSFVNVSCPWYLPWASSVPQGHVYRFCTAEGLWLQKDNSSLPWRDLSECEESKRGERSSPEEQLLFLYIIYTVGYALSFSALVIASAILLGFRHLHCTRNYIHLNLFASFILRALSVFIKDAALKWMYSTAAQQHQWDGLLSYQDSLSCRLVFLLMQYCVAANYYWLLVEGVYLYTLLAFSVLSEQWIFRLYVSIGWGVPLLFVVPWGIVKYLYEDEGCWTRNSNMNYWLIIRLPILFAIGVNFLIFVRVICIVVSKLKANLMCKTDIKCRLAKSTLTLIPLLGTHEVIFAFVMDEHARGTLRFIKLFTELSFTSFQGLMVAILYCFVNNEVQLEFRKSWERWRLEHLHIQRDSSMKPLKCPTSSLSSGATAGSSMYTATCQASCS
HT1080 IDH1KD tx = qHTS for induction of synthetic lethality in tumor cells producing 2HG: qHTS for the HT-1080-IDH1KD cell line. HT-1080 IDH1 knockdown viability, ATP luminescence, 48 h. Potency, µM (titrated, usually from 46.1 µM), without a hit: top-dose activity, negative = toxicity, most hits filed as cytotoxic. 360,000 tested, 2% active;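 further: potency means the concentration at half of the fitted maximal effect; 0% = DMSO wells and -100% = cell-free medium wells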
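Cytotoxicity counter-line: IDH1KD HT-1080, 48 h, CellTiter-Glo. Curves classed by r2, magnitude and activity.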
KB-V1 cytotox = qHTS assay for MDR1-selective chemotherapeutics: Primary screen using the drug-selected MDR subline cells KB-V1; Potency, µM (titrated, usually from 46.1 µM), for inactives: at the top dose activity change, negative = cytotoxicity, usual class: cytotoxic; 400,000 tested, 3.4% active; KB-V1 MDR cells viability, CellTiter-Glo, 72 h; AID 1347076, 2019; further: potency means the concentration at half of the fitted maximal effect; on the % scale 0 is the no-effect control and ±100 the full control effect; nearly all actives have a fitted effect of over 60% in size
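KB-V1, DMEM (no phenol red) + 10% FBS; cpd pin-transferred, titration series; 72 h, 37 degrees C; CellTiter-Glo, luminescence. Data normalized, curve-fit.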
HT1080-NT tox = qHTS for induction of synthetic lethality in tumor cells producing 2HG: qHTS for the HT-1080-NT fibrosarcoma cell line; HT-1080-NT fibrosarcoma viability, CellTiter-Glo ATP luminescence, 48 h; Potency, µM (titrated, usually from 46.1 µM), for inactives: at the highest dose activity, negative = less viability, hits mostly cytotoxic; 360,000 tested, 1.6% active; AID 686970, 2013;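 further: NT is the 2HG producing partner of a matched IDH1 knockdown line; potency means the concentration at half of the fitted maximal effect; 0% = DMSO-treated cells and -100% = media-only wells without cells; nearly all actives have a fitted effect of over 55% in size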
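Fibrosarcoma NT cells, 750 per well in 5% FBS RPMI, were exposed to compound for 48 hours. Viability: CellTiter-Glo luminescence.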
SW480 rereplic = A quantitative high throughput screen for small molecules that induce DNA re-replication in SW480 colon adenocarcinoma cells; Potency, µM (series often up to 46.1 µM), for the others: at the top dose re-replication activation, actives largely listed as activators; SW480 DNA re-replication, Hoechst DNA content imaging, 48 h; 340,000 tested, 1.8% active; further: potency means the concentration at half of the fitted maximal effect; % of control where 0% means no effect; nearly all actives have a fitted effect of over 55% in size
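250 cells/well; 23 nL cpd via pin tool; 48 hr, 37 C, 5% CO2; Hoechst 40 min; imager read of total nuclear intensity, ex 405/em 500-530 nm.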
DRD3 agonist = qHTS of D3 Dopamine Receptor Agonist: qHTS; D3R DiscoveRx beta-arrestin cells, luminescence, 90 min; 410,000 tested, 0.58% active; max activation, %; AID 652048, 2013; D(3) dopamine receptor (Homo sapiens), P35462; in the data active means max activation above about 30%; further: 0% is about no effect; mostly tested at two doses, the higher about 12 µM
Target sequence (P35462 whole entry, looked up): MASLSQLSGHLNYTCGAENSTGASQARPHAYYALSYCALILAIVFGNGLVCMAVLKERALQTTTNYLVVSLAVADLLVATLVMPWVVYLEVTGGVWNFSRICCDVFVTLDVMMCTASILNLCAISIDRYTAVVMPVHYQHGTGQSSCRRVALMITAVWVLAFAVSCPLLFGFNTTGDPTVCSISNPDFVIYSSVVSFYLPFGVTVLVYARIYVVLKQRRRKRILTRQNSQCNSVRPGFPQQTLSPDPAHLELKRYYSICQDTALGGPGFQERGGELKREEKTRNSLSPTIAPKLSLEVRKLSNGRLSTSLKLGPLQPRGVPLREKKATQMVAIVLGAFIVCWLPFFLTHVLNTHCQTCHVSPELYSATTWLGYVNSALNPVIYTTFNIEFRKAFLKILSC
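Agonist-mode cell screen: cells plated at 1500/well and incubated overnight at 37 °C, then exposed to library compounds for 90 min at 37 °C. Detection reagent was added for 30–60 min at room temperature, and luminescence was read.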
D3 antag = qHTS of D3 Dopamine Receptor Antagonist: qHTS | D(3) dopamine receptor (Homo sapiens), P35462 | D3R cells, DiscoveRx beta-arrestin luminescence, antagonist mode; stronger effect = lower value | max response, negative = inhibition, % | 360,000 tested, 2.5% active; in the data active means max response below about -50%; inconclusive means no clear call, values can overlap the other calls; further: on the % scale 0 is the no-effect control and ±100 the full control effect; mostly tested at two doses, the higher about 12 µM
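Cells expressing the human receptor were seeded at 1500 cells/well, incubated overnight at 37 degrees C in 5% CO2, then exposed to library compounds with dopamine controls for 90 minutes at 37 degrees C before luminescent detection.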
The depositor's hits bear a star; u = inconclusive; x = no result given; [ ] = remark or other dose. Unless noted, the call rests on the fitted dose curve; in most records, active means well fitted curve in the direction sought with a large enough effect; inconclusive means small, poorly fitted or top-dose-only effect, or another doubt; inactive means no such curve, though single readings can be large; an effect the other way counts as inactive or inconclusive.

SMILES | IL-1B inflam inh | KB-3-1 cytotox | GLP1R ag | HT1080 IDH1KD tx | KB-V1 cytotox | HT1080-NT tox | SW480 rereplic | DRD3 agonist | D3 antag
COc1cc(C(=O)Nc2ccc3c(c2)OCO3)ccc1-n1cnnn1 | -27 | -13% | 1% | 2% | -24% | -3% | -1% | -9 | -11
Cc1ccc(SCCNCc2ccco2)cc1 | -9 | -6% | 15% | 2% | -17% | 5% | 4% | -11 | -20
CCCn1c(C(C)Nc2nc(-c3cccc(Br)c3)cs2)nc2ccccc21 (configuration not stated) | 15 | -7% | 15% | 0% | -2% | -29% | -3% | 31* | 14
CN1CCN(CCCNC(=S)Nc2ccc(F)c(Cl)c2)CC1 | u | -1% | 3% | -15% | 5% | -5% | -2% | -4 | 2
COc1ccccc1-c1ccc(/C=C2/C=C(CC(C)C)OC2=O)o1 | -21 | -3% | -2% | 0% | 2% | 3% | -1% | -15 | -24
Cc1cc(C(=O)N2CCOCC2)ccc1[N+](=O)[O-] | 18 | -3% | 0% | 1% | -1% | 0% | -4% | -6 | 10
COc1ccc(NC(=O)CCc2nc3ccccc3[nH]2)cc1 | -12 | 6% | 10% | 2% | 12% | 14% | 16% | 5 | 11
Cn1nccc1NC(=O)Nc1cccc(Br)c1 | 0 | 2% | -3% | -1% | u | 1% | -3% | 3 | 13
CC(C)Oc1ccc(/C(O)=C2/C(=O)C(=O)N(CCN(C)C)C2c2ccco2)cc1 (configuration not stated) | 14 | 2% | -4% | 3% | u | 15% | -6% | -2 | 27
COc1cc2nc(Cl)nc(N3CCCCC3)c2cc1OC | -61* | -11% | 13% | 2% | -14% | 0% | 7% | -1 | -20
N#Cc1ccccc1NC(=O)COC(=O)COc1ccccc1[N+](=O)[O-] | 38 | 1% | -2% | 2% | 4% | -1% | 0% | 1 | -3
CS(=O)(=O)N1CCN(c2c(Cl)cccc2[N+](=O)[O-])CC1 | -5 | -5% | 1% | 12% | -8% | -3% | 14% | -3 | 11
Cc1ccc(NC(=O)CN(C)Cc2nc3c(Br)cc(Br)cc3c(=O)[nH]2)cc1 | 4 | -3% | -10% | 3% | u | 7% | 3% | -2 | 12
Cc1ccc(NC(=O)c2oc3ccccc3c2C)c([N+](=O)[O-])c1 | -19 | -6% | 6% | 19% | -20% | 22% | 0% | -1 | 4
O=C(NCC1OCCc2ccccc21)c1ccc(NC(=O)c2cccc(Br)c2)cc1 (configuration not stated) | 18 | 2% | 9% | 3% | 2.6µM* | 2% | -3% | 3 | 1
O=S(=O)(Nc1nc2ccccc2nc1NCc1ccco1)c1ccccc1 | 9 | -2% | 4% | -2% | -6% | -3% | 3% | -5 | 0
CC(C)(C)N(Cc1ccccc1)C(=O)COC(=O)CNC(=O)c1ccco1 | 0 | 2% | 9% | 1% | -23% | 3% | -4% | -4 | 21
COc1cccc(CNC(=O)c2ccc(S(=O)(=O)N3CCCCC3)cc2)c1 | 0 | -8% | -7% | -1% | -15% | 4% | x | 4 | 33
O=C(CSc1ccccc1)Nc1cccnc1 | 17 | -9% | -4% | 22% | 14% | u | 0% | -4 | 10
Cc1ccc(C(=O)NCC(=O)NC23CC4CC(CC(C4)C2)C3)cc1 | 15 | u | -4% | -2% | -5% | -5% | -6% | -4 | -7
CC(C)Oc1ccc(C2CC(=O)N(c3cccc(Br)c3)C2=O)cc1 (configuration not stated) | -8 | 4% | 7% | 0% | 0% | 4% | 0% | 0 | 6
COc1cc(OC)c(C2=NOC(C(=O)O)C2)cc1Cl (configuration not stated) | -7 | -12% | 1% | 6% | 16% | -8% | -14% | 1 | -11
CS(=O)(=O)N(Cc1ccccc1)c1ccc(C(=O)Nc2ccccc2Sc2ccccc2)cc1 | 19 | -4% | -7% | -1% | 0% | 7% | 0% | 4 | -8
c1ccc(CSc2ccc(-c3ccc4c(c3)OCO4)nn2)cc1 | -13 | 16µM* | 4% | -6% | -24% | -15% | 4% | 2 | -13
CC(Oc1ccccc1F)C(=O)NNC(=O)CCNC(=O)c1ccccc1Cl (configuration not stated) | -9 | 1% | -1% | -10% | 1% | -2% | -12% | -18 | 0
O=C1CC(=O)Nc2cc(S(=O)(=O)N3CCN(c4cccc(C(F)(F)F)c4)CC3)ccc2N1 | 37 | 13% | 1% | 2% | u | 3% | -18% | -4 | 2
CCCS(=O)(=O)NC(=O)C1(C)CCN(C(=O)c2cc(C)on2)C1 (configuration not stated) | 56 | -6% | 6% | u | -20% | 2% | x | 1 | -18
CCOc1ccccc1NC(=S)N1CCC(NC(=O)c2ccco2)CC1 | 2 | -6% | 5% | 23% | u | 3% | -6% | 1 | -3
Cc1ccccc1OCC(=O)NNC(=O)C1CC(=O)N(c2ccc3c(c2)OCCO3)C1 (configuration not stated) | -21 | -2% | -3% | -2% | 4% | -1% | u | 7 | -2
CN(C)S(=O)(=O)c1cc(NC(=O)CN2CCN(c3ccccc3)CC2)ccc1Cl | -9 | -12% | -3% | 1% | u | -2% | -5% | 64* | 9
Cc1cc(Nc2ccccc2)nn1C(=O)c1ccc([N+](=O)[O-])cc1 | -2 | 4% | 15% | -14% | 13% | -19% | -4%[9.22 µM] | -2 | -8
O=C(COC(=O)c1cccc(Br)c1)NC1CCCCCCC1 | -14 | 6% | 5% | 1% | 28% | 3% | x | -3 | -13
COc1cc2[nH]c(C(=O)N3CCN(c4ccc(F)cc4)CC3)cc2c(OC)c1OC | 12 | 6% | 1% | -5% | -19% | -1% | -8% | -3 | -12
O=C(Nc1ccccc1N1CCOCC1)c1ccc(Cl)c(S(=O)(=O)N2CCCC2)c1 | -5 | -13% | 23% | -8% | 11% | 1% | -1% | -2 | 14
CC1(C(=O)NS(=O)(=O)c2ccc(Cl)cc2)CCN1C(=O)CC1CCCC1 (configuration not stated) | 24 | 0% | -4% | 28% | 5% | 13% | x | -3 | -16
C=CCN1C(=O)S/C(=C\c2ccc(N3CCOCC3)cc2C)C1=O | -25 | 14% | -2% | -9% | -6% | 20% | u | 1 | 67
Cc1cc(Nc2ccc3c(c2)OCCO3)n2nc(C)nc2n1 | 23 | -12% | 4% | 6% | 2% | 8% | 6% | 4 | 3
Cc1cc(=O)oc2cc(OCC(=O)Nc3c(C)n(C)n(-c4ccccc4)c3=O)c(Cl)cc12 | -2 | 1% | -4% | 6% | 2% | 10% | -3% | 6 | 17
c1ccc(CC2CCN(Cc3ccccn3)CC2)cc1 | 15 | 12% | -4% | 1% | 4% | -24% | 0% | -17 | -4
C/C(=N\NC(=O)CNC(=O)c1ccc(Br)cc1)c1ccco1 | -1 | 2% | 4% | 3% | 3% | 5% | 16% | -10 | -14
O=C(CNC(=O)c1cccc(OC(F)F)c1)OCc1cc(=O)n2cc(Br)ccc2n1 | 12 | 5% | 8% | 3% | 6% | 6% | -9% | 6 | 5

Some of the entries above, set out differently.
Molecule,IL-1B inflam inh,KB-3-1 cytotox,GLP1R ag,HT1080 IDH1KD tx,KB-V1 cytotox,HT1080-NT tox,SW480 rereplic,DRD3 agonist,D3 antag
Cc1ccccc1OCC(=O)NNC(=O)C1CC(=O)N(c2ccc3c(c2)OCCO3)C1 (configuration not stated),-21,-2%,-3%,-2%,4%,-1%,u,7,-2
CN(C)S(=O)(=O)c1cc(NC(=O)CN2CCN(c3ccccc3)CC2)ccc1Cl,-9,-12%,-3%,1%,u,-2%,-5%,64*,9
Cc1cc(Nc2ccccc2)nn1C(=O)c1ccc([N+](=O)[O-])cc1,-2,4%,15%,-14%,13%,-19%,-4%[9.22 µM],-2,-8
O=C(COC(=O)c1cccc(Br)c1)NC1CCCCCCC1,-14,6%,5%,1%,28%,3%,x,-3,-13
COc1cc2[nH]c(C(=O)N3CCN(c4ccc(F)cc4)CC3)cc2c(OC)c1OC,12,6%,1%,-5%,-19%,-1%,-8%,-3,-12
O=C(Nc1ccccc1N1CCOCC1)c1ccc(Cl)c(S(=O)(=O)N2CCCC2)c1,-5,-13%,23%,-8%,11%,1%,-1%,-2,14
CC1(C(=O)NS(=O)(=O)c2ccc(Cl)cc2)CCN1C(=O)CC1CCCC1 (configuration not stated),24,0%,-4%,28%,5%,13%,x,-3,-16
C=CCN1C(=O)S/C(=C\c2ccc(N3CCOCC3)cc2C)C1=O,-25,14%,-2%,-9%,-6%,20%,u,1,67
Cc1cc(Nc2ccc3c(c2)OCCO3)n2nc(C)nc2n1,23,-12%,4%,6%,2%,8%,6%,4,3
Cc1cc(=O)oc2cc(OCC(=O)Nc3c(C)n(C)n(-c4ccccc4)c3=O)c(Cl)cc12,-2,1%,-4%,6%,2%,10%,-3%,6,17
c1ccc(CC2CCN(Cc3ccccn3)CC2)cc1,15,12%,-4%,1%,4%,-24%,0%,-17,-4

Screens (PubChem BioAssay)
